# PLK1 PBD block: inhibitors of human PLK1 polo-box domain binding; 360,000 tested, 2.8% active; Potency, µM, without a hit: max response, negative = inhibition, hits mostly inhibitors; AID 720504; Plk1 PBD binding of FITC phosphopeptide, fluorescence polarization; further: potency means the concentration at half of the fitted maximal effect; series mostly up to about 57 µM; on the % scale 0 is the no-effect control and ±100 the full control effect; nearly all actives have a fitted effect of over 65% in size
# Target sequence (P53350 whole entry, looked up, the tested form may be a part): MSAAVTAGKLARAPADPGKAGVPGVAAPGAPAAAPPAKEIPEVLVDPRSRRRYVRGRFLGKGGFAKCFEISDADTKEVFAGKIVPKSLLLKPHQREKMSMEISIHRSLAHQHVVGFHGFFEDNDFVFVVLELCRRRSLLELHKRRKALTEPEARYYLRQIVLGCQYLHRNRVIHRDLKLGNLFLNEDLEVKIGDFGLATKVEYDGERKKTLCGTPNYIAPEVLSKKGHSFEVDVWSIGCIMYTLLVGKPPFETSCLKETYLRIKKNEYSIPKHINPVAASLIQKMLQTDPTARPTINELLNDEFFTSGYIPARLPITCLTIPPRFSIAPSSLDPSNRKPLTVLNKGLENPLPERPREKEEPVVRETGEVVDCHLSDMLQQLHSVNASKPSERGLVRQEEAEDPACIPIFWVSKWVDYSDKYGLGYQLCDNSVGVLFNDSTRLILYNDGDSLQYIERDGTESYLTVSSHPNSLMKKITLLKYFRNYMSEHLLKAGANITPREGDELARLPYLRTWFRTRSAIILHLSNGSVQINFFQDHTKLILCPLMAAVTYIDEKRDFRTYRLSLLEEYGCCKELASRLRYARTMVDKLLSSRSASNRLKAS
# IL2 activator: activators of IL-2; IL-2 activation reporter assay, cell-based qHTS; stimulated with anti-CD3/CD4/CD28 beads; in transgenic mouse T cells; 360,000 tested, 0.065% active; activation, % (series mostly up to about 46 µM); in the data active means activation above about 50%; inconclusive means mostly about 30% to 49%; further: 0% is about no effect
#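 Using fluorescent plate cytometry, EGFP and DsRed are detected in transgenic mouse T cells stimulated 18 h at 37 degrees C with antibody-coated beads after 60 min compound pretreatment.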
# FUS suppressor: rescues growth of FUS-expressing yeast | S. cerevisiae FUS-expressing, growth rescue, OD600, 24 h | AID 1347120 | 390,000 tested, 0.24% active | Potency, µM (top dose mostly 76.6 µM), for inactives: at the top dose growth rescue (activation), hits mostly activators;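 further: potency means the concentration at half of the fitted maximal effect; plate controls were DMSO vehicle for no effect and reference control for full effect; nearly all actives have a fitted effect of over 55% in size; some results filed as inactive show a strong effect at the top dose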
#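 Steps: raffinose overnight preculture; dilution to OD 0.005 in 2% galactose minimal medium; compound addition (concentration series); 24hr at 30C, 99% humidity; absorbance read at 600 nm.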
# EPAC1 agonist: agonists of human EPAC1. 360,000 tested, 0.073% active. Potency, µM (top dose mostly 154 µM), without a hit: top-dose activation, actives largely listed as activators. O95398. EPAC1 agonist qHTS, biochemical assay; response scale: 100% = response to 6.5 mM cAMP; further: potency means the concentration at half of the fitted maximal effect; nearly all actives have a fitted effect of over 60% in size
#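 EPAC1 100 nM, Rap1B–BODIPY-GDP 250 nM, unlabeled GDP 50 uM; compound titration; 5 min RT; kinetic read ex480/em540 at 5-min intervals ×30 min; data normalized to 6.5 mM cAMP agonist control.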
# WRN helicase inh: blocks human WRN helicase. Q14191. WRN helicase unwinding, fluorescent forked duplex, kinetic. Potency, µM (highest dose often 114 µM), inactives show at the highest dose activity change, negative = inhibition, most hits filed as inhibitors. 360,000 tested, 0.46% active. AID 651768; further: potency means the concentration at half of the fitted maximal effect; on the % scale 0 is the no-effect control and ±100 the full control effect; nearly all actives have a fitted effect of over 55% in size
#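 Primary qHTS, 1536-well format. 20 nM WRN + compound, 15 min RT; start with 100 nM forked fluorophore/quencher duplex, 2 mM ATP (final); kinetic read ex 525/em 598 nm.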
# EPAC1 antag: EPAC1 (human) antagonism; 360,000 tested, 0.14% active; AID 720709; O95398; Potency, µM (series often up to 115 µM), without a hit: at the highest dose activity change, negative = inhibition, most hits filed as inhibitors; EPAC1 GEF assay, Rap1b-BODIPY-GDP exchange fluorescence;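 further: potency means the concentration at half of the fitted maximal effect; plate controls were vehicle for no effect and positive control for full effect; nearly all actives have a fitted effect of over 50% in size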
# Abeta rescue: compounds reversing amyloid beta toxicity in yeast | AID 1347071 | yeast expressing A-beta42, growth rescue, OD600, 48 h; response scale: 0% DMSO, 100% iron-clioquinol control | 410,000 tested, 0.063% active | Potency, µM (top dose mostly 46.1 µM), inactives show at the highest dose growth rescue, hits mostly activators; further: potency means the concentration at half of the fitted maximal effect; nearly all actives have a fitted effect of over 55% in size
#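 Yeast A-beta toxicity model in growth medium with pinned compounds, 48 h at 30 C; growth read as absorbance at 600 nm. Normalized to FeCl3/clioquinol equimolar mix (positive) and DMSO (negative).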
# PI5P4Ka inh: inhibitors of human PI5P4K alpha; P48426; AID 652105; PI5P4Kalpha enzyme, ADP-Glo luminescence, 60 min; stronger effect = lower value; 330,000 tested, 1.2% active; max response, %; active means max response of -50% or lower; inconclusive means between -30% and -50%; inactive means -30% or higher; further: value at the top dose of about 77 µM; on the % scale 0 is the no-effect control and ±100 the full control effect
# Target sequence (P48426 whole entry, looked up): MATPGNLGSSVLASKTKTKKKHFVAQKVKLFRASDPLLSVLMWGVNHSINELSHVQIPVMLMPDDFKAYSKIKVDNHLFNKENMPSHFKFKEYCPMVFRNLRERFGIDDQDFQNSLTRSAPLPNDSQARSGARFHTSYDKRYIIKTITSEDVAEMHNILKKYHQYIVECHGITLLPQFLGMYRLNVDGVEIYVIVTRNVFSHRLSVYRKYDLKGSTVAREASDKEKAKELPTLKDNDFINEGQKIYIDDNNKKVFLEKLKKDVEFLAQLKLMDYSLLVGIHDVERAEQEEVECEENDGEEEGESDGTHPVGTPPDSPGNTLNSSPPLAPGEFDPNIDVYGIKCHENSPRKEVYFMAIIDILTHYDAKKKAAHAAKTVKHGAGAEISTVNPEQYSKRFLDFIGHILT
#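 Enzyme plus substrate dispensed, test compounds pinned in, then ATP (5 microM final) added. After 60 min at RT, ADP-Glo reagent 1 for 45 min and reagent 2 for 30 min preceded luminescence imaging.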
# The depositor's hits bear a star; ? = inconclusive; · = no result given; & = joins results of further samples; [ ] = remark or other dose. Unless noted, the call rests on the fitted dose curve; in most records, active means well fitted curve in the direction sought with a large enough effect; inconclusive means small, poorly fitted or top-dose-only effect, or another doubt; inactive means no such curve, though single readings can be large; an effect the other way counts as inactive or inconclusive. Compounds as they come. Share with any hit: about 4.1%.
[1] C[C@@H](C(=O)N[C@H](C(=O)O)c1ccccc1)n1nnc2ccccc2c1=O
[2] Cc1ccc(-c2csc(NCCn3c(-c4ccncc4)nc4cc(C(F)(F)F)ccc43)n2)cc1
[3] COC(=O)/C=c1\[nH]c2nnc(C)n2c1=O
[4] C#CCOCCOCCOCCNc1nc(N2CCN(C(=O)C([C@@H](C)O)n3cc([C@@H](N)CCCCN)nn3)CC2)nc(N2CCN(C(=O)[C@H](CCC(=O)O)n3cc([C@@H](N)CCCCN)nn3)CC2)n1 (stereo partly drawn)
[5] CCN(Cc1ccccc1)C(=O)COC(=O)c1cc(S(=O)(=O)Nc2ccccc2OC)ccc1O
[6] C=CCOC(=O)C1=C(C)NC(C)=C(C(=O)OCC=C)C1c1cccs1
[7] O=C(NNS(=O)(=O)c1ccc(Cl)cc1)c1ccc(S(=O)(=O)N2CCCCC2)cc1
[8] c1ccc(-c2onc3c2CCCC3)cc1

assay / entry	1	2	3	4	5	6	7	8
PLK1 PBD block	0%	-16%	4%	5%	-2%	-14%	-20%	-4%
IL2 activator	-4.3	-4.4	-0.3	-0.3	-0.6	-0.4	0.6	-1.5
FUS suppressor	-9%	15%	2%	-3%	36%	·	·	38%
EPAC1 agonist	-4%	-6%	-3%	5%	4%	10%	-12%	-1%
WRN helicase inh	5%	-11%	-5%	9%	4%	-12%	-16%	6%
EPAC1 antag	-16%	-26%	14%	-5%	7%	?	0%	-19%
Abeta rescue	-2%	-6%	11%	7%	-6%	-3%	-2%	7%
PI5P4Ka inh	1	-1	5	3	-2	30	-10	-4

[9] CCCc1sc(C(=O)Nc2nnc(C3CC3)s2)cc1CC
[10] COC(=O)c1sc(SC)c(S(=O)(=O)C(C)C)c1N/N=C(\C#N)C(=O)c1ccccc1
[11] Cc1noc(C)c1COc1ccc(C(=O)NCCc2ccccn2)cc1
[12] COc1ccc(N2C(=O)CC(Nc3ccc(C)cc3)C2=O)cc1 (stereo not drawn)
[13] Cc1ccc(N2CCN(/N=C/C(Cl)=C/c3ccccc3)CC2)cc1
[14] O=C(NCCCN1CCCC1)Nc1cccc2ccccc12
[15] COC(=O)c1c(NC(=O)Cc2ccccc2)sc2c1C(C(=O)OC)CC2 (stereo not drawn)
[16] COc1ccc(-c2cc3nnc(-c4ccccc4)nc3s2)cc1

assay / entry	9	10	11	12	13	14	15	16
PLK1 PBD block	-1%	-18%	-4%	-7%	-8%	-4%	17µM*	-14%
IL2 activator	-0.2	0.0	-0.5	0.5	-1.7	0.3	-2.5	6.4
FUS suppressor	-10%	6%	-35%	3%	-18%	·	2%	7%
EPAC1 agonist	13%	7%	-13%	-4%	9%	-6%	13%	3%
WRN helicase inh	2%	-18%	8%	11%	-8%	-19%	-6%	-28%
EPAC1 antag	-8%	4%	6%	-1%	1%	9%	-21%	-16%
Abeta rescue	11%	-9%	11%	2%	3%	-6%	-1%	2%
PI5P4Ka inh	7	0	-3	-4	1	10	4	-5

[17] Cc1ccc2nc(Cl)c(CN(C(=O)c3cnccn3)C3CCCCC3)cc2c1
[18] CCOC(=O)N1CCN(CC(=O)c2ccc(O)cc2O)CC1
[19] c1ccc(-c2cccc(-c3ccccc3)n2)cc1
[20] COC(=O)C1=C(C)NC(=O)C1(NS(=O)(=O)c1ccc(NC(C)=O)cc1)C(F)(F)F (stereo not drawn)
[21] Cc1cc([N+](=O)[O-])nn1Cc1ccc(C(=O)N/N=C/c2ccc(N(C)C)cc2)cc1
[22] CC(C)(C)OC(=O)N[C@@H](Cc1ccccc1)C(=O)N[C@@H](CO)[C@H](O)[C@@H]1C[C@@H]1C(=O)N1CCCC1
[23] CC1Nc2ccccc2C(=O)N1NC(=O)c1ccc(Br)cc1 (stereo not drawn)
[24] CCOCCCNS(=O)(=O)c1ccc(OC)c(Cl)c1Cl

assay / entry	17	18	19	20	21	22	23	24
PLK1 PBD block	-4%	-20%	?	-3%	0%	-4%	3%	-6%
IL2 activator	-2.9	0.9	0.3	-3.4	-0.6	0.1	0.5	-0.8
FUS suppressor	40%	-33%	-18%	12%	13%	-7%	-4%	·
EPAC1 agonist	10%	4%	-12%	0%	8%	-12%	-9%	-3%
WRN helicase inh	-13%	4%	1%	8%	-26%	4%	0%	-22%
EPAC1 antag	-4%	-4%	-4%	8%	-3%	6%	-6%	-23%
Abeta rescue	18%	-19%	-19%	11%	-13%	?	0%	-7%
PI5P4Ka inh	·	0	16	·	1	-8	1	1

# Compound profiles, from the list above. Order of screens: PLK1 PBD block | IL2 activator | FUS suppressor | EPAC1 agonist | WRN helicase inh | EPAC1 antag | Abeta rescue | PI5P4Ka inh
# CC1Nc2ccccc2C(=O)N1NC(=O)c1ccc(Br)cc1 (stereo not drawn) is listed with 3% | 0.5 | -4% | -9% | 0% | -6% | 0% | 1
# c1ccc(-c2cccc(-c3ccccc3)n2)cc1 is listed with ? | 0.3 | -18% | -12% | 1% | -4% | -19% | 16
# COC(=O)C1=C(C)NC(=O)C1(NS(=O)(=O)c1ccc(NC(C)=O)cc1)C(F)(F)F (stereo not drawn) is listed with -3% | -3.4 | 12% | 0% | 8% | 8% | 11% | ·
# CCOC(=O)N1CCN(CC(=O)c2ccc(O)cc2O)CC1 is listed with -20% | 0.9 | -33% | 4% | 4% | -4% | -19% | 0

# Continued:
[25] O=C(O)c1nc(-c2ccccc2)n(-c2ccccc2)n1
[26] O=C(NCCN1CCNC1=O)C1CCC(=O)N(CCc2ccc(Cl)cc2)C1 (stereo not drawn)
[27] CC(C)=CCC/C(C)=C/CNC(=O)C[C@H]1C[C@H](C(=O)N2CCCCC2)[C@@]2(C)c3[nH]c4cc(-c5ccco5)ccc4c3CCN2C1=O
[28] COc1ccc(CCNC(=O)C2CCN(S(=O)(=O)c3cccc4nonc34)CC2)cc1OC
[29] CC(=O)Nc1cccc(-c2csc(C(O)c3ccccc3)n2)c1 (stereo not drawn)
[30] Cc1ccc(C(=O)Nc2ncc(Cc3ccccc3)s2)o1
[31] O=S1(=O)CCOC[C@H](CC2CCCCC2)N1Cc1ccccc1
[32] COc1ccc([C@H]2CC(=O)C[C@@H](CCn3cc(-c4ccccc4)nn3)O2)cc1

assay / entry	25	26	27	28	29	30	31	32
PLK1 PBD block	1%	-1%	1%	-3%	-16%	-8%	0%	-7%
IL2 activator	-0.9	-0.1	-0.8	-0.1	-0.7	-0.3	-3.4	0.7
FUS suppressor	-17%	33%	35%	13%	4%	17%	8%	-3%
EPAC1 agonist	-19%	2%	-25%	11%	-12%	0%	-12%	-19%
WRN helicase inh	-12%	-20%	-2%	2%	1%	-5%	-10%	3%
EPAC1 antag	1%	-6%	-28%	-3%	-18%	-12%	1%	28%
Abeta rescue	0%	-17%	-24%	24%	-5%	10%	1%	-3%
PI5P4Ka inh	3	3	-13	8	4	2	12	-15

[33] COc1ccc(-c2cc(C(F)(F)F)n3nc(C(=O)N4CCOCC4)c(Cl)c3n2)cc1
[34] COc1ccc(NC(=O)c2nc(C)n(-c3ccc([N+](=O)[O-])cc3)n2)cc1
[35] O=C(O)c1ccc(Nc2c3ccccc3nc3ccccc23)cc1
[36] Cc1ccccc1C(=O)Nc1cccc(NC(=O)Cn2cnc3c(=O)n(C)c(=O)n(C)c32)c1
[37] CN(C)/C=C1\C(=O)Oc2ccccc2C1=O
[38] CN1CCN(c2nc(C(N)=O)cc(-c3ccccc3)n2)CC1
[39] COc1ccc(C(=O)NC(=S)Nc2cccnc2)cc1[N+](=O)[O-]
[40] CCc1cc(-c2n[nH]c(C)c2-c2nc3ccccc3s2)c(O)cc1OCC(=O)NN

assay / entry	33	34	35	36	37	38	39	40
PLK1 PBD block	-9%	-9%	-1%	-11%	-14%	3%	-12%	-7%
IL2 activator	-0.8	-0.6	-1.2	1.1	-0.5	-1.4	1.9	0.3
FUS suppressor	18%	-7%	19%	?	12%	-25%	·	14%
EPAC1 agonist	6%	5%	-3%	5%	1%	-1%	16%	14%
WRN helicase inh	-19%	-7%	-9%	-8%	-6%	-3%	-12%	1%
EPAC1 antag	-2%	-3%	-3%	-3%	-11%	2%	-5%	-14%
Abeta rescue	-4%	-3%	-41%[inhibitor]	-2%	6%	14%	12%	-4%
PI5P4Ka inh	9	-1	-3	·	-6	2	-3	3

[41] Cn1c(CC(=O)Nc2ccccc2F)nnc1SCC(=O)Nc1nncs1
[42] O=C(Nc1nnc(SCc2ccccc2)s1)C1=COCCO1
[43] COc1ccccc1C(O)P(=O)(OC1CCCCC1)OC1CCCCC1 (stereo not drawn)
[44] CN=C(Nc1ccccc1)SC1CC(=O)N(c2ccc(C(=O)OC)cc2)C1=O (stereo not drawn)
[45] O=C(/C=C/c1ccccc1)NCCCNC(=O)/C=C/c1ccccc1
[46] O=C(Cc1cccc2ccccc12)NCC(=O)Nc1ccccc1F
[47] CCn1c(SCC(N)=O)nnc1-c1ccc2c(c1)OCO2
[48] O=C(NCc1ccco1)c1cccc(Nc2nc3ccc(Br)cc3[nH]2)c1

assay / entry	41	42	43	44	45	46	47	48
PLK1 PBD block	-2%	-14%	-2%	0%	-20%	-18%	4%	-8%
IL2 activator	0.0	-6.3	1.5	-2.3	-1.3	-2.0	-1.5	0.6
FUS suppressor	-6%	13%	28%	13%	6%	29%	25%	-1%
EPAC1 agonist	6%	-1%	-4%	0%	-1%	1%	-1%	-23%
WRN helicase inh	4%[57.1 µM]	0%	-2%	-1%	2%	1%	-6%	-13%
EPAC1 antag	1%	-17%	-18%	-8%	9%	-6%	-12%	-22%
Abeta rescue	-2%	16%	16%	13%	1%	1%	1%	-9%
PI5P4Ka inh	0	-8	0	6	-12	-18	-1	-1

[49] COc1ccc(CN2CCN(C(=O)c3ccco3)CC2)c(OC)c1OC
[50] Cc1nn(CC(C)C(=O)N2CCN(S(=O)(=O)c3ccc(Cl)cc3)CC2)c(C)c1C (stereo not drawn)
[51] O=C(NCCN1CCCCC1)Nc1ccccc1
[52] CC12CN(S(=O)(=O)c3ccccc3)CC(C)(CN(S(=O)(=O)c3ccccc3)C1)C2
[53] O=S(=O)(NC1CC1)c1ccc(F)c(F)c1
[54] CN1CCCN(C(=O)CNC(=O)Cc2ccccc2)CC1

assay / entry	49	50	51	52	53	54
PLK1 PBD block	2%	0%	-4%	4%&0%	?	-6%
IL2 activator	-0.4	-0.9	-0.4	-0.4	0.1	-2.8
FUS suppressor	-25%	5%	20%	14%	-1%	-28%
EPAC1 agonist	-1%	3%	4%	7%	-10%	-4%
WRN helicase inh	6%	-2%	0%	-10%	6%	-2%
EPAC1 antag	-15%	1%	2%	-8%	-10%	4%
Abeta rescue	1%	-5%	6%	-3%	-7%	8%
PI5P4Ka inh	7	4	·	-1	2	0

# Screening results: PubChem, National Center for Advancing Translational Sciences (NCATS)
